Source: PubChem (National Center for Advancing Translational Sciences (NCATS))
GCN5L2 inh: blocks human GCN5L2 histone acetyltransferase; Q92830; actives 0.21% (n = 390,000); Potency, µM (titrated, usually from 58.9 µM), inactives show at the highest dose activity change, negative = inhibition, actives largely listed as inhibitors; GCN5L2 HAT assay, ThioGlo1 CoA-SH fluorescence; AID 504327
Target sequence (Q92830 whole entry, looked up): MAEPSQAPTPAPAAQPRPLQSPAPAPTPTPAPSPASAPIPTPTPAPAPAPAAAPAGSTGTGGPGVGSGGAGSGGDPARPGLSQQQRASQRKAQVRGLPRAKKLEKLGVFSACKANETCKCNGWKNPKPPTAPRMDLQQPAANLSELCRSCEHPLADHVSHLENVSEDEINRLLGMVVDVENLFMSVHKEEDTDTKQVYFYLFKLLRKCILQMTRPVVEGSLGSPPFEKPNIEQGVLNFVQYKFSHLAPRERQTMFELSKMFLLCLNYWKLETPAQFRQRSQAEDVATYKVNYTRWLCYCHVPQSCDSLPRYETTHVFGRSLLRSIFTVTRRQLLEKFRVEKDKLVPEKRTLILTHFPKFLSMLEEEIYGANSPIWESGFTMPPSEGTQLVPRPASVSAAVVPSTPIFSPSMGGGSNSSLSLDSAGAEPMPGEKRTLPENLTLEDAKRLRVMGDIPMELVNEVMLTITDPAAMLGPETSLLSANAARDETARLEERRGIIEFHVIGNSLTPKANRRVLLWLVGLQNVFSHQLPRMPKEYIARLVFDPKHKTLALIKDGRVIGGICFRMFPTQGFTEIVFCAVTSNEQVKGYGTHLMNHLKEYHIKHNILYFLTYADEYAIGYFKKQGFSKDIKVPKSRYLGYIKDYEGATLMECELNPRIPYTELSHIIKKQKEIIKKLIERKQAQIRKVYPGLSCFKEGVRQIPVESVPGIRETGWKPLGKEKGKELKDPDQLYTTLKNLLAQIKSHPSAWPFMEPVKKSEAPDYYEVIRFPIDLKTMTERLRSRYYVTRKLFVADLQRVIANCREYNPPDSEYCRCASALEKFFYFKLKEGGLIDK
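Enzyme at 20nM final was mixed with library compounds for 15 min at room temperature. Peptide H3(1-25) at 75uM, acetyl-CoA at 70uM and ThioGlo1 at 50uM were then added. Plates were read immediately and after 20 min (Ex340nm/Em540nm).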
N370S GC mod: inhibitors or activators of N370S glucocerebrosidase for Gaucher disease; P04062; N370S GC spleen homogenate, 4MU-glucoside fluorescence; Potency, µM (top dose mostly 59.4 µM), for the others: top-dose activity change, negative = inhibition, usual class: inhibitors; actives 0.092% (n = 330,000); AID 2101;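 also: 0% = full enzyme activity and -100% = no enzyme basal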
FEN1 inh: inhibitors of human flap endonuclease 1. Potency, µM (series often up to 114 µM), without a hit: top-dose activity change, negative = inhibition, actives largely listed as inhibitors. actives 0.35% (n = 390,000). P39748. Recombinant FEN1 flap cleavage, fluorescence, 15 min; also: nearly all actives have a fitted effect of over 65% in size
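Reaction started by adding substrate (50 nM final) to 10 nM enzyme after 15 min room-temperature compound preincubation. Reads at 0 and 15 min, with data normalized and fitted to a four-parameter Hill equation.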
The depositor's hits bear a star; ? = inconclusive; · = not tested or not shown; [ ] = dose if it differs, or a comment. Calls follow the shape of the dose curve; as a rule, active = well fitted curve in the direction sought with a large enough effect; inconclusive = small, poorly fitted or top-dose-only effect, or another doubt; inactive = no such curve, though single readings can be large; an effect the other way counts as inactive or inconclusive. Unless noted, % is scaled to controls: 0 for no effect and ±100 for the full control effect; potency is read from the fitted curve at half-maximal effect.

Structure	GCN5L2 inh	N370S GC mod	FEN1 inh
CC(=O)N1CCN(c2ccc(NC(=O)c3ccco3)cc2Cl)CC1	2.0%	-12.3%	0.5%
Cc1cccc(C(=O)NCC(=O)OCc2nnc(-c3ccccc3)o2)c1	-12.3%	-2.9%	1.9%
CCOc1ccc(Nc2oc(-c3cccc(Cl)c3)nc2C#N)cc1	0.0%	1.9%	-19.3%
Fc1ccc(C2=NN(c3ccccc3)C(c3ccco3)C2)cc1 (stereo not drawn)	-3.1%	?	-5.8%
COc1ccc(NC(=O)COC(=O)c2c3c(nc4ccccc24)CCCC3)cc1	-14.7%	?	-15.4%
COc1ccc(NS(=O)(=O)c2ccc(NC(=O)CCNS(=O)(=O)c3ccc(C)cc3)cc2)cc1	-4.0%	-4.1%	-9.7%
NS(=O)(=O)c1ccc(CCNC(=O)Cn2c(=O)c3cccn3c3ccc(F)cc32)cc1	-16.1%	·	5.0%
O=C(NCc1nc2ccccc2[nH]1)c1ccc([N+](=O)[O-])cc1	-0.5%	3.2%	-7.0%
OC(COC(c1ccccc1)c1ccccc1)CN1CCN(c2cccc(Cl)c2)CC1 (stereo not drawn)	-29.0%	?	0.3%
CN(C)CCN(Cc1ccccc1)S(=O)(=O)c1ccc2c(c1)n(C)c(=O)c(=O)n2C	-1.6%	3.8%	-16.5%
CCOc1nc(NC(=O)NS(=O)(=O)Oc2ccccc2)nc(-c2ccccc2)n1	-2.6%	·	-2.4%
COc1cc(Cl)c(C)cc1NC(=O)CCc1c(C)nc2c3cccnc3nn2c1C	-1.1%	·	4.8%
COc1ccc(C(CC(=O)O)N2Cc3ccccc3C2=O)cc1 (stereo not drawn)	4.5%	0.8%	20.7%
CCCOC(=O)c1ccc(Oc2coc3c(CN(CC)CC)c(O)ccc3c2=O)cc1	-17.5%	4.5%	2.8%
CCOc1ccc(-n2ccc(=O)c(C(=O)Nc3ccc(S(=O)(=O)N4CCOCC4)cc3)n2)cc1	-4.5%	-1.0%	19.3%
C/C(=N\Nc1nnc(C)c(=O)[nH]1)C(=O)O	0.0%	-20.9%	-12.4%
CCC(CC)COC(=O)C1=C(C)NC(=O)NC1c1ccc(N(C)C)cc1 (stereo not drawn)	-2.3%	-6.9%	-12.3%
O=C(O)c1cc(Cl)ccc1-c1ccc(/C=C/c2cc(C(F)(F)F)[nH]c(=O)n2)o1	0.0%	1.1%	?
COc1ccccc1CCc1nnc(CCC(=O)NC(C)Cc2cccs2)o1 (stereo not drawn)	0.0%	-26.6%	-4.9%
O=C(NCC(c1cccnc1)N1CCc2ccccc2C1)C(=O)Nc1ccccc1 (stereo not drawn)	-1.0%	·	-0.7%
COc1cccc(C2NC(=O)CCC2[N+](=O)[O-])c1OC (stereo not drawn)	13.5%	-0.4%	4.9%
CCC(=O)Oc1ccc(-c2nc3ccccc3c(=O)o2)cc1	2.6%	·	4.5%
O=C(Nc1ccc(OC(=O)c2ccccc2)c(-c2nc3ccccc3s2)c1)c1ccccc1	-2.3%	1.1%[12.8 µM]	5.4%
COc1ccccc1Nc1ccc(C(=O)NC2CCCCC2)cn1	-1.5%	0.7%	-6.6%
C/C(=N\S(=O)(=O)c1ccc(C)cc1)N1CCCCC1	1.9%	-16.7%	-4.1%

More results.
Structure	GCN5L2 inh	N370S GC mod	FEN1 inh
CCOC(=O)c1c(CN(C)C)n(C)c2ccc(OC(C)=O)cc12	-7.9%	-1.8%	0.7%
CN(C)c1ccc(C(CNC(=O)c2cccs2)N(C)C)cc1 (stereo not drawn)	-13.3%	-5.2%	15.2%
COc1ccc(OC)c(NC(=O)CN(Cc2ccc(Cl)cc2)S(C)(=O)=O)c1	2.3%	5.9%	-5.8%
COCCCn1c(SCc2cccc(Cl)c2)nc2c(sc3ccccc32)c1=O	4.8%	·	14.4%
CC1=CC(C)(C)Nc2ccc(Cc3ccc4c(c3)C(C)=CC(C)(C)N4)cc21	-11.0%	0.1%	-3.6%
CC(=O)c1c(C)n(-c2ccc(C)cc2)c2ccc(O)cc12	-1.3%	-3.8%	-1.6%
CC1(C)CC(=O)C(C(C2=C(O)CC(C)(C)CC2=O)c2cccnc2)C(=O)C1 (stereo not drawn)	-5.9%	8.0%	15.4%
COc1ccc(NS(=O)(=O)c2ccc(S(=O)(=O)N3CCCC3)cc2)cc1Cl	-15.6%	·	-5.5%
Cc1ccc(C(CC(=O)O)C2CCOC(C)(C)C2)cc1 (stereo not drawn)	0.0%	-4.2%	7.7%
COc1ccc(CNS(=O)(=O)c2ccc3c(c2)NC(=O)C(C)S3)cc1 (stereo not drawn)	1.8%	?	-12.9%
COc1cc(OC)cc(C(=O)Oc2ccc(/C=N/Nc3nc4ccccc4s3)cc2OC)c1	-4.6%	5.6%	?
O=C(Nc1cccc(F)c1)N1CCC(c2ccccc2)CC1	-3.3%	9.9%	-15.1%
O=C(O)c1cccc(N2CCCC2)c1	-2.0%	4.1%	6.2%
O=C(Nc1nc2ccc(Cl)cc2s1)C1CCCO1 (stereo not drawn)	?	9.1%	-0.3%
CCCNC(=O)c1onc(CSc2ccc(F)cc2)c1C(=O)NCCOC	-4.3%	-2.1%	-5.8%
C=C(C)COc1ccc2oc(C)c(C(=O)OCCOC)c2c1	-3.9%	-7.8%	-12.5%
Cn1nccc1NC(=O)Nc1ccc(Cl)cc1	-1.1%	7.4%	-1.7%
COc1ccccc1-n1nnnc1SCC(=O)NC1CCCCC1	-2.0%	-5.1%	10.5%
Cc1ccc(-c2cc(C(=O)Nc3nn[nH]n3)c3ccccc3n2)c(C)c1	-12.5%	5.1%	-4.4%
Cn1nc(C(=O)NCc2ccc(F)cc2)c2c1-c1ccccc1S(=O)(=O)C2	-5.0%	-1.2%	-20.8%
O=C(Nc1ccc(O)cc1)/C(=C\c1ccncc1)NC(=O)c1ccccc1	1.5%	23.5%	-0.5%
CCOc1ccc(-n2c(SCC(=O)O)nc3sc4c(c3c2=O)CCCC4)cc1	9.2%	-16.5%	1.3%
COc1ccc(-c2nc3sc(CCNS(=O)(=O)c4c(C)cc(C)cc4C)c(C)n3n2)cc1	-8.3%	·	2.1%
O=C(c1cccc(Cl)c1)N1CCN(c2ccccn2)CC1	4.5%	7.6%	-1.1%
O=C(NNC(=O)c1ccc2c(=O)n3c(nc2c1)CCC3)c1cccc(Cl)c1	0.2%	0.9%	-6.7%

The list continues:
Structure	GCN5L2 inh	N370S GC mod	FEN1 inh
CCn1c(CC(=O)Nc2ccc(C)cc2)nnc1SCC(=O)NCc1ccccc1	1.0%	?	7.5%
Fc1ccc(Nc2nc(SCc3ccccc3Cl)nc3ccccc23)cc1	-5.4%	·	-8.9%
O=C1C=C(NCCN2CCOCC2)C(=O)c2cnccc21	-1.8%	17.7%	·
COc1ccc(/C(C)=N/NC(=O)CNC(=O)C2COc3ccccc3O2)c(OC)c1 (stereo not drawn)	-2.0%	23.0%	-5.1%
Cc1cccc(Nc2nnc(SCC(=O)Nc3ccc(C(=O)O)cc3)s2)c1	-2.1%	-6.8%	0.3%
Cc1ccc(NC(=O)CCCSc2nc3ccccc3[nH]2)cc1	0.5%	1.4%	-1.2%
CC[C@]12c3[nH]c4ccc(Cl)cc4c3CCN1C(=O)[C@@H](CC(=O)NCc1cccc(C(F)(F)F)c1)C[C@@H]2C(=O)N1CCN(C(=O)C2CC2)CC1	-8.3%	·	-3.5%
CCN(CC)C(=O)[C@H]1C[C@H](CC(=O)NCCCOC)C(=O)N2CCc3c([nH]c4cc(-c5ccco5)ccc34)[C@]12C	-1.5%	·	1.9%
Cc1cc(C)n(CCCNC(=O)c2ccc(C)o2)n1	2.2%	·	0.9%
Cc1ccc2c(c1)C(=O)OC(C(=O)Nc1ccc(C(=O)O)cc1)C2 (stereo not drawn)	-2.6%	·	-9.3%
CC(C)C(=O)OCC(=O)Nc1ccc2c(c1)CCC2	-2.7%	5.8%	-2.7%
Cc1nn(-c2ccc(Cl)cc2)c(NC(=O)C(C)C)c(-c2ccccc2)c1=O	-2.9%	-0.9%	19.1%
CCOC(=O)C1CCCN(c2c(NCC3CCCN3CC)c(=O)c2=O)C1 (stereo not drawn)	-2.4%	-0.1%	18.8%
CCOC(=O)c1ccc(N2C(=O)c3[nH]nc(-c4ccc(C)cc4)c3C2c2ccc(O)cc2)cc1 (stereo not drawn)	-9.7%	·	9.4%
COc1ccccc1N1C(=O)CC(c2ccccc2)CC1=O	-3.2%	·	-2.9%
COc1cccc(NC(=O)CN2C(=O)NC3(CCc4ccccc43)C2=O)c1 (stereo not drawn)	-3.5%	·	17.3%
COc1ccccc1Nc1nc(-c2cccc([N+](=O)[O-])c2)cs1	-5.6%	5.3%	1.4%
COc1ccc(F)cc1S(=O)(=O)n1cnc2ccccc21	-3.0%	-6.8%	20.6%
Cn1c(=O)c2c(nc(NCC(O)CO)n2CCc2ccccc2)n(C)c1=O (stereo not drawn)	0.2%	19.9%	0.0%
CCN1C(=O)CC(N2CCN(c3ccc(OC)cc3)CC2)C1=O (stereo not drawn)	4.9%	-14.0%	0.4%
COC(=O)c1ccc(NC(=O)CSc2nc3cccnc3n2C)cc1	-2.1%	9.0%	2.6%
CCOc1ccc2[nH]c(=O)c(CN(CCCO)S(=O)(=O)c3ccc(F)cc3)cc2c1	-2.4%	?	8.7%
CCCC(=O)N1CCC(CCC(=O)NC2CC2)CC1	-6.2%	5.6%	-2.5%
Cc1ccc(-c2nn[nH]n2)o1	0.4%	-2.6%	8.0%
C=CCNc1nc2ccccc2nc1NS(=O)(=O)c1cccc(C)c1	-7.7%	8.8%	-5.6%

Next part.
Structure	GCN5L2 inh	N370S GC mod	FEN1 inh
O=C(NNC(=O)c1ccccc1Br)c1ccc(Cl)c(Cl)c1	-0.3%	-14.7%	2.6%
CCN(CC)CCNC(=O)c1ccc(-c2nc(CS(=O)(=O)c3ccc(C)cc3)c(C)o2)cc1	-2.8%	·	3.0%
Cc1cc(C)cc(NC(=O)C2CCCN(c3nc(C)cc(C)n3)C2)c1 (stereo not drawn)	1.3%	-5.7%	12.4%
COc1cc(NC2=CC(=O)CC(C)(C)C2)cc(OC)c1	0.0%	1.2%	-17.1%
CCc1c(O)nc(SCC(=O)N2CCc3cc(OC)c(OC)cc3[C@@H]2C)[nH]c1=O	-5.2%	2.8%	1.5%
CCOC(=O)c1sc2nc(-c3cccnc3)ccc2c1N	12.6%	-11.1%	1.7%
O=C(CCn1c2c(c3ccccc31)CCCC2)NNC(=O)c1ccccc1[N+](=O)[O-]	-1.7%	11.5%	-1.2%
O=c1c2ccccc2nc(/C=C/c2c[nH]c3ccccc23)n1-c1ccc([N+](=O)[O-])cc1	0.4%	-20.3%	-8.2%
CC(C)(NS(=O)(=O)OCC(Cl)(Cl)Cl)c1ccccc1	-0.2%	0.1%	-15.1%
NC(=O)CSc1ncc(-c2ccccc2)[nH]1	-2.1%	-0.4%	-12.1%
COC(=O)c1ccccc1NC(=O)CSc1nnc(C(C)NC(=O)c2ccc(Cl)cc2Cl)n1C (stereo not drawn)	0.0%	2.8%	10.0%
O=S(=O)(Nc1ccc(N2CCOCC2)cc1)c1ccccc1	2.3%	4.2%	3.1%
O=C(Cn1cnc2ccccc21)c1ccccc1	-15.0%	-10.7%	2.1%
O=C(Nc1ccccn1)c1ccc(Cl)c(S(=O)(=O)N2CCc3ccccc32)c1	-8.2%	·	9.7%
Nc1ccc(C(=O)O)cc1[N+](=O)[O-]	-17.0%	5.7%	-1.9%
O=C(Nc1ccccc1)N1CCC(=S)Nc2ccccc21	-4.8%	0.2%	-0.6%
COc1cc(CCCN2CCNC[C@H]2Cc2ccc(O)cc2)cc(OC)c1OC	-15.2%	-3.0%	-12.2%
CC(Cc1ccccc1)C(=O)NCc1nc2ccccc2s1 (stereo not drawn)	0.0%	?	2.8%
COc1ccc(CNC(=O)CCC2N=C3c4ccccc4N=C(SCC(=O)NCCc4ccc(OC)c(OC)c4)N3C2=O)cc1 (stereo not drawn)	-4.0%	·	7.6%
Cc1nc(-c2ccc(Cl)cc2)sc1C1(C)CC(c2ccc(C#N)cc2)=NO1 (stereo not drawn)	-9.0%	21.9%	-4.6%
CCOC(=O)C(C)On1c(-c2cccc(Cl)c2)nc2ccc([N+](=O)[O-])cc21 (stereo not drawn)	-14.1%	-0.2%	5.1%
Cc1ccc(-c2noc(CN(C(=O)C(c3ccccc3)c3ccccc3)C(C)C)n2)cc1	-7.9%	20.3%	-25.4%
